Bioassay records from PubChem BioAssay.
UPR CHOP act – activators of apoptotic CHOP UPR arm, primary screen, cell-based, CHO-CHOP luciferase reporter, luminescence, uHTS. UPR activation; percent of tunicamycin response over DMSO baseline. activation, % at 10 µM. actives 0.34% (n = 330,000);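 active = at 10 µM dose, activation of 40% or more, normalized to positive control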;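 also: 100% = tunicamycin at 10 µg/mL and 0% = DMSO alone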
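Assay system: CHO-CHOP cells, stable luciferase reporter of PERK-eIF2a-CHOP signalling / Buffer or medium: F12 plus 10% serum / Compound dosing: one dose, 10 µM in 0.5% DMSO / Times: 6 h compound treatment, 37 °C / Technique: luciferase luminescence / Read-out: % reporter activation, DMSO baseline versus tunicamycin full activation / Benchmarks: tunicamycin and DMSO controls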
UPR XBP1 act – activators of adaptive XBP1 UPR arm, primary screen, cell-based, CHO-XBP1 luciferase reporter, luminescence, uHTS; IRE1-XBP1 UPR activation; percent of tunicamycin response, DMSO as zero; activation, % at 20 µM; actives 0.33% (n = 330,000);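 active = versus positive control, 20 µM dose yields 30% or more activation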;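 also: 100% = tunicamycin at 10 µg/mL and 0% = DMSO only wells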
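Signal: luciferase luminescence; Assay system: CHO-XBP1 luciferase reporter cells; Amount: one thousand reporter cells per well; Dosing: 20 µM single concentration, DMSO 1%; Benchmarks: high control tunicamycin 10 µg/mL final, low control DMSO vehicle only; Schedule: 6 h compound exposure at 37 °C, 5% CO2; Evaluation: percent activation relative to tunicamycin reference.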
Jurkat NFkB inh – inhibitors of induced NF-kB luciferase reporter, primary screen, TCR NF-kB activation inhibitor project, cell-based, luminescence, uHTS | inhibition, % at 4 µM | actives 0.53% (n = 330,000) | Jurkat, PMA/ionomycin-induced NF-kB luciferase reporter; in the data active = inhibition above about 50%
EBI2 antag – EBI2 receptor antagonists, beta-arrestin recruitment, primary screen, cell-based, luminescence, 7a,25-OHC stimulation, uHTS | actives 0.81% (n = 360,000) | inhibition, % at 5 µM | 7a,25-OHC stimulated; in the data active = inhibition above about 38%;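 also: enzyme fragment complementation signal reports receptor beta-arrestin coupling in cells; 0% = agonist plus DMSO wells and 100% = wells without agonist; some results beyond the cut were filed as inactive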
Target sequence (P32249 whole entry, looked up, the tested form may be a part): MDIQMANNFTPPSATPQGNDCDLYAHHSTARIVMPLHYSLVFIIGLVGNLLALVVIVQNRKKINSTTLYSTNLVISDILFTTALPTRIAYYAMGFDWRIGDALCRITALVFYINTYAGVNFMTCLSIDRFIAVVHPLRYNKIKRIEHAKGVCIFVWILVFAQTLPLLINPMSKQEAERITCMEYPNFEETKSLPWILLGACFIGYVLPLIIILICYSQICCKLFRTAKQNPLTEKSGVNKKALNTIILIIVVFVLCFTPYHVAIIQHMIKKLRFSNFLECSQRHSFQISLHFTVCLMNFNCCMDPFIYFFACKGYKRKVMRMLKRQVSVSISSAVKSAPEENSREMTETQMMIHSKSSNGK
CXCR6 inh – CXCR6 receptor inhibitors, primary screen, cell-based, beta-arrestin, luminescence, CHO-K1 PathHunter, 1536-well | actives 0.36% (n = 360,000) | inhibition, % at 20 µM | C-X-C chemokine receptor type 6 (Homo sapiens), O00574; in the data active = inhibition above about 34%, passing the limit was not always enough;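 also: antagonist mode with CXCL16 agonist at 10 nM final; 0% = 10 nM CXCL16 with DMSO and 100% = unstimulated wells without agonist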
Target sequence (O00574 whole entry, looked up): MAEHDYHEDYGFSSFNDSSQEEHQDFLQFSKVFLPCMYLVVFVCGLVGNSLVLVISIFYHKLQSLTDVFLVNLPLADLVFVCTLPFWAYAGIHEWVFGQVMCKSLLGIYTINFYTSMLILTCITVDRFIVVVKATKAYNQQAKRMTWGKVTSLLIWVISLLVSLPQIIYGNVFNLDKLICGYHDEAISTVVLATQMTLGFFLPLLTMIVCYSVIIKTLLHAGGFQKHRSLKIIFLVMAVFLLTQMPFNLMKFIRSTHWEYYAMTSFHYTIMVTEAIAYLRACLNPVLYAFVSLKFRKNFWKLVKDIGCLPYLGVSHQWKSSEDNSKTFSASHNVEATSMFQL
CCR6 antagonist – CCR6 receptor antagonists, primary screen, cell-based, CHO-K1, luminescence, beta-arrestin, uHTS | CHO-K1 CCR6 PathHunter beta-arrestin, CCL20-stimulated | inhibition, % at 20 µM | actives 0.49% (n = 340,000);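 active = compounds whose inhibition of the agonist-driven luminescence signal at 20 µM reaches about 50%, limit read from the data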;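 also: cells stimulated with CCL20 at 14 nM final; plate controls were DMSO with CCL20 for no effect and DMSO without agonist for full effect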
Target sequence (P51684 whole entry, looked up): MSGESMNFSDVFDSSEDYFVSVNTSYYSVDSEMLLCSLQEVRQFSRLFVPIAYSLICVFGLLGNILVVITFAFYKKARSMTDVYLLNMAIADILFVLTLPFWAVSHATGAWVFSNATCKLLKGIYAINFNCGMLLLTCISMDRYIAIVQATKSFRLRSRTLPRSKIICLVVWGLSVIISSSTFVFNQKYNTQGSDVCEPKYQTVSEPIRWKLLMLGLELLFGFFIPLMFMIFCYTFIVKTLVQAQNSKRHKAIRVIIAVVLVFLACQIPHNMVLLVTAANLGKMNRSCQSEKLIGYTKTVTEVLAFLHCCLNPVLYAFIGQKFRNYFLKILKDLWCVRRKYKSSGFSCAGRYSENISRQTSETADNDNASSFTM
Gli-Sufu antag – Gli-Sufu pathway antagonists, primary screen, luciferase luminescence, Sufu-KO-LIGHT cells, uHTS | Sufu-KO-LIGHT fibroblasts, Gli luciferase reporter luminescence | inhibition, % at 5 µM | actives 0.74% (n = 340,000);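 active = inhibition above about 55%, limit read from the data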;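 also: 0% = DMSO-treated cells and 100% = wells with medium but no cells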
Mdm2 MdmX PPI – inhibitors of human Mdm2-MdmX association, primary screen, cell-based, luminescence, split luciferase, SaOS-2, uHTS | Protein Mdm4 (Homo sapiens) + E3 ubiquitin-protein ligase Mdm2 (Homo sapiens), … | SaOS-2 split-luciferase Mdm2/MdmX complementation | inhibition, % at 8 µM | actives 3% (n = 330,000);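 active = inhibition of at least 50% at 8 µM in the primary screen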
697 NFkB inh – inhibitors of PMA/ionomycin-induced NF-kB reporter, 697 cells, primary screen, B-cell NF-kB inhibitor project, cell-based, luminescence, uHTS. inhibition, % at 4 µM. 697 B-cell NF-kB luciferase reporter, 16 h. actives 0.33% (n = 330,000); in the data active = inhibition above about 35%
An asterisk follows results filed as active; / = no result given.

Each structure is followed by: UPR CHOP act	UPR XBP1 act	Jurkat NFkB inh	EBI2 antag	CXCR6 inh	CCR6 antagonist	Gli-Sufu antag	Mdm2 MdmX PPI	697 NFkB inh
1	O=C(c1cccnc1)C1CCCN(Cc2nc(Cc3ccccc3)no2)C1 (configuration not stated)
  -0.2	1	5	-1	-2	8	-3	-14	6
2	CCOc1ccc2c(c1)c(=O)c(S(=O)(=O)c1ccc(CC)cc1)cn2C
  -0.4	-2	-9	-15	0	-8	-36	-10	-7
3	O=C(COC(=O)CCCSc1nc2ccccc2[nH]1)Nc1cccc(F)c1
  1.2	-2	8	-12	-2	10	0	8	-6
4	Cc1noc(C)c1NC(=O)Nc1ccc2c(c1)C(=O)N([C@H](C)CO)C[C@H](C)[C@@H](CN(C)C(=O)NC(C)C)O2
  1.0	2	-1	-6	1	1	-32	-10	-5
5	Cc1ccc(C(=O)COC(=O)C2CCC2)cc1
  /	/	/	7	-2	-7	-15	/	/
6	Clc1ccccc1Sc1ccc(-c2ccccn2)s1
  0.3	2	0	0	-6	11	3	19	-10
7	COc1cc(/C=C/C(=O)OCC(=O)N(C)Cc2ccccc2)ccc1O
  3.3	-2	11	3	-10	-6	-2	-27	-2
8	N#Cc1ccccc1OCC(=O)Nc1ccc2c(c1)OCCO2
  4.1	2	-59	-1	-7	11	-20	-69	-21
9	Cc1cccc(OCC(=O)Nc2ccc3c(c2)nc(CN2CCCCC2)n3C)c1
  -2.9	-3	-8	6	-14	14	27	18	-25
10	Cc1ccc2nc(N3CCN(Cc4nnnn4C4CCCC4)CC3)c(C#N)cc2c1
  -0.4	2	3	9	0	-8	1	21	5
11	COc1ccc(C(=O)Nc2nc(C)cc(C)n2)cc1[N+](=O)[O-]
  0.6	-1	-18	-1	-10	11	10	-3	10
12	O=C(NCc1ccc(S(=O)(=O)NC2CCCCC2)s1)c1ccccc1
  1.7	-1	21	-11	1	13	-14	18	18
13	COc1ccc(Cn2nnnc2C(c2ccc(N(C)C)cc2)N2CCC(C)CC2)cc1 (configuration not stated)
  -4.2	0	1	14	7	21	9	4	4
14	O=C1CN(C(=O)c2ccccc2Cl)c2ccccc2N1
  0.1	-3	7	-22	-5	-3	-14	6	-8
15	O=C(Nc1ccc(Cc2nc3ccccc3s2)cc1)c1ccncc1
  3.4	1	7	7	-7	-1	23	7	-3
16	COc1ccc(NC(=O)CSc2nnc(-c3cccnc3)s2)cc1
  1.9	-1	-15	-7	0	-9	-11	9	18
17	Cc1ccc(-c2cc(C(=O)Nc3sc4c(c3C(=O)NCc3ccco3)CCC4)[nH]n2)c(O)c1
  1.3	16	-23	18	12	15	14	29	-30
18	COc1ccc(S(=O)(=O)NCC2CCCN(C(=O)c3ccccc3)C2)cc1 (configuration not stated)
  1.9	-1	-15	-11	-6	9	0	3	15
19	CCN(Cc1ccccc1)C(=O)C1CCN(C(=O)Nc2ccccc2)CC1
  -1.5	-3	9	10	-3	5	-3	5	7
20	O=C(NCc1ccco1)C1CCN(C(=O)c2cc3sccc3n2Cc2ccc(F)cc2)CC1
  -1.7	-3	13	18	2	9	5	23	-12
21	O=C(CN1CCOCCOCCOCC1)Nc1ccccc1
  1.4	-1	-8	-6	1	-13	-6	11	19
22	CS(=O)(=O)N(Cc1ccccc1)c1ccc(C(=O)Nc2ccc(C(N)=O)cc2)cc1
  -0.9	-2	3	-3	2	12	-38	21	-6
23	C=CCn1c(CCNC(=O)c2ccccc2F)nnc1SCC(=O)Nc1nc2ccccc2s1
  -1.9	-2	-1	1	-1	6	1	-5	22
24	CC(C)c1ccc(N(C(=O)CNC(=O)c2ccco2)C(C(=O)NC2CCCC2)c2cccnc2)cc1 (configuration not stated)
  -0.1	2	5	12	1	-12	-7	-16	18
25	CCOc1cc2c(cc1OCC)C(c1ccc(F)cc1)NCC2 (configuration not stated)
  0.4	0	-12	-5	1	1	4	14	2
26	Cc1nc(C)n(CC(=O)N2CCCC(C(=O)c3ccc(Cl)cc3C)C2)n1 (configuration not stated)
  -1.1	1	6	-2	8	-5	-1	16	11
27	CCCCOc1ccc(/C=C/C(=O)OCC(=O)c2c(N)n(C)c(=O)n(C)c2=O)cc1OCC
  -0.8	0	-7	-1	-10	7	3	24	-32
28	O=S(=O)(Cc1ccccc1)N1CCC(N2CCN(c3ccccc3)CC2)CC1
  -0.7	0	-4	-5	-7	20	11	-17	1
29	CC1(c2ccccc2)NC(=O)N(N)C1=O (configuration not stated)
  -1.5	-3	-6	-13	1	1	1	-2	5
30	O=C(COC(=O)c1ccccc1SCC(=O)N1CCCC1)NCc1ccccc1
  1.7	-4	-11	-8	4	7	-15	6	-12

Molecules above that have a cyano group, in the order listed:
Each structure is followed by: UPR CHOP act	UPR XBP1 act	Jurkat NFkB inh	EBI2 antag	CXCR6 inh	CCR6 antagonist	Gli-Sufu antag	Mdm2 MdmX PPI	697 NFkB inh
8	N#Cc1ccccc1OCC(=O)Nc1ccc2c(c1)OCCO2
  4.1	2	-59	-1	-7	11	-20	-69	-21
10	Cc1ccc2nc(N3CCN(Cc4nnnn4C4CCCC4)CC3)c(C#N)cc2c1
  -0.4	2	3	9	0	-8	1	21	5

The results go on.
Each structure is followed by: UPR CHOP act	UPR XBP1 act	Jurkat NFkB inh	EBI2 antag	CXCR6 inh	CCR6 antagonist	Gli-Sufu antag	Mdm2 MdmX PPI	697 NFkB inh
31	CSc1ccccc1NC(=O)CN(Cc1ccc(Cl)cc1)S(C)(=O)=O
  -3.2	-3	-6	22	11	7	6	1	9
32	COc1ccc(N2CCN(C(C)=C3C(=O)c4ccccc4C3=O)CC2)cc1
  -1.9	0	0	-3	-2	-4	-4	14	-3
33	COC(=O)C/C=C/[C@@H](C)[C@@H](/C=N/OC[C@H]1O[C@H](c2ccccc2)C=C[C@@H]1Oc1ccc(OC)cc1)NS(=O)(=O)c1ccc(C)cc1
  1.0	-4	4	/	/	/	/	-3	14
34	Cc1c(NC(=O)COc2ccc3ccc(=O)oc3c2)c(=O)n(-c2ccccc2)n1C
  -0.2	-1	-19	-8	-3	6	-11	-4	-20
35	CSc1ccccc1NC(=O)c1cc(C2CC2)on1
  6.1	0	-26	2	-1	5	-23	-66	-60
36	CN(C)c1ccc(C(=O)Nc2ccc(O)c3c(=O)cc(-c4ccccc4Cl)oc23)cc1
  -1.6	0	14	4	9	17	9	-4	2
37	COc1ccc(S(=O)(=O)Nc2ccccc2C(=O)OC2CCCN(C)C2)cc1OC (configuration not stated)
  2.4	-1	-15	-17	-1	1	11	-4	-11
38	O=C(COc1cc2oc(=O)c3c(c2cc1Cl)CCC3)NCCCN1CCOCC1
  0.3	-4	-5	0	-1	9	-2	1	11
39	Cc1ccc(N)cc1-n1c(C)ccc1C
  2.7	2	8	8	1	9	2	21	-15
40	CC1CCCCN1CCn1c(=S)[nH]c2cc3c(cc2c1=O)OCO3 (configuration not stated)
  -1.7	-2	-8	4	-2	0	6	24	-3
41	COc1cc(NS(=O)(=O)c2ccc3c(c2)NC(=O)CO3)cc(OC)c1
  2.4	-4	-1	-9	0	-9	-15	9	-13
42	Cc1c(C(=O)Nc2ccc(OC(F)(F)F)cc2)sc2nc3n(c(=O)c12)CCC3
  2.7	1	14	5	-2	2	18	12	6
43	Cc1nc(NCCc2ccc(O)cc2)c2nnn(Cc3ccccc3)c2n1
  -1.0	-2	4	3	3	9	29	9	16
44	CCN(c1ccccc1)S(=O)(=O)c1ccc(F)cc1
  -1.2	-1	4	9	6	12	1	5	4
45	CN(C(=O)c1cccc(NC(=O)Cc2ccc(NC(=O)C3CCN(C(=O)C4CCC4)CC3)cc2)c1)C1CCCC1
  /	/	/	-1	-2	-12	-5	/	/
46	COc1cc(/C=N/NC(=O)CSc2ccccn2)ccc1O
  -1.2	-2	2	19	5	-3	-2	8	21
47	Cn1nc(C(=O)Nc2nnc(C3CC3)s2)c2ccccc2c1=O
  1.2	-2	-2	-13	-7	5	1	11	12
48	CC(C)CCNC(=O)Nc1ccc2c(c1)N(C)C(=O)CS2
  8.5	0	1	-3	7	17	8	34	1
49	COc1ccc2[nH]c(=O)cc(C(=O)O)c2c1
  0.1	1	3	-7	0	6	-1	8	0
50	O=C(Nc1cc([N+](=O)[O-])ccc1Cl)C1CC1
  -1.9	1	-3	-1	-4	5	3	15	6
51	CC(NCC1(N2CCOCC2)CCCCC1)C(=O)Nc1ccc(Cl)cc1Cl (configuration not stated)
  0.3	-1	-17	-3	1	-2	-7	-7	19
52	Cc1ccc(NC(=O)CN(C)C(=O)c2ccccn2)cc1
  2.2	0	-14	-5	-3	11	2	-6	11
53	CC(C)c1ccc(C2/C(=C(/O)c3ccc(F)cc3)C(=O)C(=O)N2CCCN2CCOCC2)cc1 (configuration not stated)
  -0.1	-6	-10	1	-20	11	-5	7	9
54	Cc1c2c(nc3c(C(=O)NC4CCCCC4C)cnn13)CCCC2 (configuration not stated)
  1.0	2	-9	/	/	/	/	-3	-14
55	c1ccc2oc(-c3ccc(Nc4nc(N5CCOCC5)nc(N5CCOCC5)n4)cc3)nc2c1
  /	/	/	21	-3	-12	13	/	/
56	Cc1nnc(SCC(=O)N(C)C2CCCCC2)n1C
  1.0	0	16	10	2	4	5	-15	16
57	C[C@@H]1CC[C@H]2C(=O)N3[C@@H](CC[C@@H](C)[C@@H]3c3ccc(Br)cc3)C(=O)N2[C@H]1c1ccc(Br)cc1
  -1.2	-2	-9	7	-6	-12	7	14	-7
58	O=C1CCC/C1=c1\s/c(=C/c2cccnc2)c(=O)n1-c1ccccc1
  /	/	/	-1	12	11	-4	/	/
59	CN(C)C1(CNC(=O)C2CCC(=O)N(CCc3ccc(Cl)cc3)C2)CCCCC1 (configuration not stated)
  0.3	3	2	15	-9	29	21	-21	-22
60	COC(=O)c1c(NC(=O)COC(=O)c2ccc(NC(=O)CC#N)cc2)sc2c1CCCCC2
  5.3	13	-1	15	20	27	1	64*	2
61	CCN(CC(=O)Nc1ccc(NC(C)=O)cc1)C(=O)c1cc(C)on1
  1.6	3	-1	-17	-1	0	-5	-4	10
62	COc1ccc(NC(=O)Nc2ccc3c(c2)CCC3)c(OC)c1
  1.0	3	-4	-11	-6	13	0	0	4
63	CC1(C)CC(=O)C(C=NCCN2CCN(C(=O)c3ccc(F)cc3)CC2)=C(O)C1
  1.9	1	-3	-6	3	-13	1	-18	-16
64	CC(C)Sc1nc(N2CCOCC2)c2c(c1C#N)CC(C)(C)SC2
  0.0	2	-2	17	4	17	-5	-17	-41
65	COc1cccc(C(=O)Nc2cc(-c3cn4cccnc4n3)ccc2C)c1
  0.2	0	-1	-6	-8	4	-1	0	26
66	c1ccn(CCc2ccncc2)c1
  /	/	/	-3	-3	-1	1	/	/
67	CC(CC(=O)Nc1ccccc1C(F)(F)F)c1ccccc1 (configuration not stated)
  1.5	0	2	0	0	3	8	-7	-6
68	O=C(Cn1c(-c2cncs2)nc2ccccc21)NCc1ccccc1
  -2.6	-3	-6	2	-9	27	8	20	13
